Screening data (PubChem)
FXIa inh: human FXIa protease inhibitors, primary screen, biochemical, 1536-well; 0.14% of 220,000 active; Coagulation factor XI (Homo sapiens), P03951; inhibition, % at 5 µM; purified FXIa, Boc-Glu-Ala-Arg-AMC fluorogenic substrate; AID 798, 2007;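 active = inhibition of at least 40%; inactive = inhibition below 40%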;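 also: fluorescence of freed AMC excited at 355 nm; 0% = enzyme without compound and 100% = no enzyme blank; many of its hits are not listed in these tables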
Furin inhibitor: human furin inhibitors, primary screen, biochemical, fluorescence intensity. 0.061% of 220,000 active. inhibition, % at 30 µM. P09958. purified furin, fluorogenic substrate cleavage; in the data active = inhibition above about 25%; also: inactives centre near -15
thrombin 1536: human alpha-thrombin inhibitors, primary screen, counter-screen for coagulation protease inhibitor project, biochemical, 1536-well, fluorogenic AMC substrate. Prothrombin (Homo sapiens), P00734. Boc-VPR-AMC fluorogenic substrate cleavage. inhibition, % at 5 µM. 0.26% of 220,000 active;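 active = inhibition at or above 40%; inactive = inhibition below 40%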;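 also: 0% = enzyme with no compound and 100% = wells without enzyme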
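Material: human alpha-thrombin protein; Also added: Boc-VPR-AMC substrate, 15 µM final; Timing: enzyme reaction carried out at room temperature; Signal: fluorescence, ex 355 nm, em 460 nm; Measure: % inhibition of thrombin; Controls: enzyme without compound as high, wells lacking enzyme as low.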
FXIIa inh: human FXIIa protease inhibitors, primary screen, biochemical, 1536-well; Coagulation factor XII (Homo sapiens), P00748; purified FXIIa, Boc-QGR-AMC fluorogenic substrate, 2 h; inhibition, % at 5 µM; 0.3% of 220,000 active; in the data active = inhibition above about 40%;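 also: 0% = enzyme with no compound and 100% = blank without enzyme; many of its hits are not listed in these tables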
Wee1 stabilizer: Wee1 degradation inhibitors, primary screen, cell-based, HeLa, Wee1K328M-luciferase, luminescence; Wee1-like protein kinase (Homo sapiens), P30291; HeLa Luc-Wee1K328M stability; 100% = proteasome inhibitor MG132 effect; reporter increase, % at 5 µM; 1.2% of 220,000 active; AID 1321, 2008;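 active = activation above the mean of all tested compounds plus 3 SD, set per screening run, cut at about 8.8% in these data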;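 also: cells exposed to compound for 20 h before luminescence read; 0% = DMSO alone and 100% = MG132 at 30 µM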
hK5 inh: human KLK5 protease inhibitors, primary screen, biochemical, 1536-well; Kallikrein-5 (Homo sapiens), Q9Y337; recombinant hK5, fluorogenic AMC substrate cleavage; inhibition, % at 5 µM; 0.59% of 210,000 active; AID 873, 2007;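 active = inhibition of 40% or more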;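 also: 0% = enzyme controls without compound and 100% = no-enzyme blanks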
Target sequence (Q9Y337 67-293 limits assumed): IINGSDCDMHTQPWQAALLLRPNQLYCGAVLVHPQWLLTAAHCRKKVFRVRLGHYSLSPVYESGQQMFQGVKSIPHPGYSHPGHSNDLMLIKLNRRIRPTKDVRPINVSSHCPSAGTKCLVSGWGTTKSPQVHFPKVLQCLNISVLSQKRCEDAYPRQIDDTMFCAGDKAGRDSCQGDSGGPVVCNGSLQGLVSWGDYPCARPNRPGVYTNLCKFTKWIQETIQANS
KCC2 mod: KCC2 cotransporter modulators, thallium flux, primary screen, cell-based, HEK293 KCC2, FluoZin-2 fluorescence, MLSMR; 2.2% of 190,000 active; B-score of Tl+ flux slope (higher = more flux/activation; lower = inhibition) at 10 µM; Solute carrier family 12 member 5 (Homo sapiens), Q9H2X9; AID 1456, 2008; KCC2 cells, thallium flux FluoZin-2 fluorescence;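 active = thallium flux slope and its plate-corrected score both differing from the plate sample mean at a set confidence after two filtering rounds, in either direction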;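 also: slope of fluorescence scaled to starting intensity during 10 to 20 s after thallium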
p97 ATPase inh: inhibitors of human p97 ATPase, primary screen, biochemical; inhibition, % at 8 µM; AID 1481, 2009; Transitional endoplasmic reticulum ATPase (Homo sapiens), P55072; recombinant p97 ATPase, Kinase-Glo ATP luminescence, 3 h; 0.42% of 220,000 active; in the data active = inhibition above about 15%;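 also: 0% = DMSO vehicle and 100% = wells lacking enzyme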
Target sequence (P55072 whole entry, looked up): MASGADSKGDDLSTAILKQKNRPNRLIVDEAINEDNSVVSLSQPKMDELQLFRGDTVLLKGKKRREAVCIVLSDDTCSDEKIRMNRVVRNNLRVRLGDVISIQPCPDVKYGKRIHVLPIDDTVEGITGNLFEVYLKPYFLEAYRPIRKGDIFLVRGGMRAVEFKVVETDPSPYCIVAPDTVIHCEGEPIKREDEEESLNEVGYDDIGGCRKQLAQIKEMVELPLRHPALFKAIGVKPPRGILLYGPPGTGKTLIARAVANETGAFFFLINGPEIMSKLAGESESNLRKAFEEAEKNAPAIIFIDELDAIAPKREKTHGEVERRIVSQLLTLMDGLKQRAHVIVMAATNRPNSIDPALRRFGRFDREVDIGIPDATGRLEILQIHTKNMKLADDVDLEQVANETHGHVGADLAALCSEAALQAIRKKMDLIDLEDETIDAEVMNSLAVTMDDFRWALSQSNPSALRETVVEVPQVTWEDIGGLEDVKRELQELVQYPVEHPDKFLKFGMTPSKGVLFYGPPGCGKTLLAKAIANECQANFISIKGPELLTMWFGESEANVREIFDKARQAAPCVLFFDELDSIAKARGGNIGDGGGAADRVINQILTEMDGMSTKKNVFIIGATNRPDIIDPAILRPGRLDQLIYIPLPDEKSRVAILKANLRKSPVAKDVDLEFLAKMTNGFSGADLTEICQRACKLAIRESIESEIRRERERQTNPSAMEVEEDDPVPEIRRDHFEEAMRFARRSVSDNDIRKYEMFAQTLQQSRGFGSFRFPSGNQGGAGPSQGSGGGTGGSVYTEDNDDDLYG
PERK inhibitor: block of dimerizer-induced PERK translation repression, primary screen, PERK inhibitor project, CHO PERK-DD cells, SEAP luminescence, HTS | Eukaryotic translation initiation factor 2-alpha kinase 3 (Homo sapiens), Q9NZJ5 | 0.17% of 220,000 active | inhibition, % at 5.6 µM | CHO PERK-DD fusion, SEAP luminescence translation reporter;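 active = inhibition above the mean inhibition of all tested compounds plus 3 SD, set separately per screening campaign, cut at about 2.9% in these data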;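 also: PERK kinase domain activated by AP20187 dimerizer at 100 nM; 0% = DMSO with dimerizer and 100% = rapamycin at 8.4 µM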
* marks the source's active call; other numbers are inactive results; x = no result given; [ ] = dose if it differs, or a comment.

cpd	molecule	FXIa inh	Furin inhibitor	thrombin 1536	FXIIa inh	Wee1 stabilizer
1	Cc1nc([N+](=O)[O-])c(C(=O)OCc2ccccc2F)n1C	-6	-16	-1	0	-2
2	Cc1ccc(CNC(=O)CCC(=O)c2cccs2)cc1	15	-13[20 µM]	19	15	-1
3	COc1ccccc1Oc1ccc2c(c1)C(=O)N(c1ccc(Br)c3cccnc13)C2=O	18	-14	-4	19	-1
4	COc1ccc(OCCNc2cc(Cl)ccc2[N+](=O)[O-])cc1	-6	-10[20 µM]	-11	-10	3
5	COc1cccc(NC(=O)CN(c2ccc([N+](=O)[O-])cc2)S(=O)(=O)c2ccccc2)c1	5	-23	1	12	-1
6	CC1(C)Cc2c(sc3nc(NCCN4CCOCC4)n4ncnc4c23)CO1	-12	-26	-8	3	0
7	Cn1nc(N)c2c(-c3ccccc3)c(C#N)c(N)nc21	0	-13	-6	6	3
8	CCCc1c(C(=O)Nc2ccc(F)cc2F)cnn1-c1ccccc1	-2	-15	-3	7	6
9	O=C(CCCc1ccccc1)Nc1cccnc1Cl	-4	-18	-1	7	1
10	Cc1ccc(S(=O)(=O)CCC(=O)Nc2ccc3nc(C)sc3c2)cc1	-6	-13	-7	5	11*
11	Cc1nc2cc(Cl)ccc2n1-c1ccccc1	-7	-10[20 µM]	-7	4	1
12	Clc1ccc(C2[C@H]3CN(Cc4ccc(-c5ccccc5)cc4)[C@H](c4ccccc4)C34CC2(c2cccnc2)C4)cn1 (some centres undefined)	-5	-13	-6	2	x

cpd	hK5 inh	KCC2 mod	p97 ATPase inh	PERK inhibitor
1	-15	-0.48	1	-0.1
2	32	-0.27	0	0.5
3	38	x	0	0.6
4	-3	x	2	2.0
5	-1	-1.9	5	0.1
6	-13	0.11	1	-0.8
7	-20	1.2	2	0.6
8	-4	-1.1	2	-0.9
9	-12	-1.1	1	-0.4
10	-6	0	-8	-0.3
11	1	-1	8	-0.7
12	-2	0.14	x	x

Continued:
cpd	molecule	FXIa inh	Furin inhibitor	thrombin 1536	FXIIa inh	Wee1 stabilizer
13	COc1ccc(CNC(=O)C2CC(C)=C(C)CC2C(=O)O)cc1 (centres undefined)	16	-24[20 µM]	0	30	-2
14	COc1ccc(C(C)=O)cc1CSc1nnnn1-c1ccc(O)cc1	2	7	3	7	3
15	CC(=O)c1c(C)[nH]c(C(=O)OCc2ccc(F)cc2Cl)c1C	9	-28	-4	4	-1
16	COCCOc1nc2c(c(=O)n(C)c(=O)n2C)n1Cc1cccc(OC)c1	-11	-16[20 µM]	-9	-15	-1
17	Cc1ccc2c(c1)cc(CN(Cc1cccnc1)C(=O)c1ccccc1)c1nnnn12	-7	-12	6	2	-2
18	CC(C)CNC(=O)c1cccc(C(=O)NCC(C)C)c1	-5	-9[20 µM]	-2	11	1
19	CC(C)N=C(NS(=O)(=O)c1ccccc1)C(Cl)(Cl)Cl	-2	-22	-6	-3	0
20	O=C(COC(=O)[C@@H]1CCCN1C(=O)c1cccs1)Nc1ccc(F)cc1[N+](=O)[O-]	-1	-20	x	3	-2
21	C=CC(=O)NN(C)c1ncc(C(F)(F)F)cc1Cl	-2	-16	4	5	1
22	CN(C)c1oc(-c2ccccc2F)nc1C#N	-1	-147	-7	4	-1
23	Cc1c(NC(=O)C(=O)/C=C(/O)c2ccccc2)c(=O)n(-c2ccccc2)n1C	7	-20	-3	6	-2
24	COc1ccc(C(=O)N/C(=C\c2ccco2)C(=O)NC2CCS(=O)(=O)C2)cc1 (centres undefined)	-4	-17	-14	0	-3

cpd	hK5 inh	KCC2 mod	p97 ATPase inh	PERK inhibitor
13	-10	x	6	2.4
14	-2	-1.3	2	-1.9
15	-6	0.52	1	0.6
16	-9	-0.45	-1	-2.2
17	8	x	-1	-0.5
18	4	-1.3	-5	0.1
19	-8	-0.13	1	1.3
20	-3	-1.4	-6	-0.4
21	-13	0.36	2	1.2
22	-148	0.27	-1	1.1
23	-3	0.43	2	0.9
24	-5	0.93	3	0.2

Additional records.
cpd	molecule	FXIa inh	Furin inhibitor	thrombin 1536	FXIIa inh	Wee1 stabilizer
25	COCc1cc(=O)n2c(-c3ccccc3OC)n[nH]c2n1	18	-13	-2	24	-1
26	Cn1cc(Cl)nc1C(O)c1ccccc1 (centres undefined)	5	-24	-4	1	2
27	COc1cc(/C=N/n2cnc3c(sc4nc(C)cc(C)c43)c2=O)ccc1O	6	-15	2	8	4
28	CN(C)C(=O)COC(=O)c1ccccc1OCC(=O)Nc1ccc(SC(F)F)cc1	6	-12	2	12	1
29	COC(=O)C1C2C=CC3(CN(c4ccc(Cl)c(F)c4)C(=O)C13)O2 (centres undefined)	3	-27	5	9	0
30	Cc1cccc(OCc2nc3c4c(ncn3n2)-c2ccccc2CC42CCCC2)c1	-6	-18	-4	-9	-5
31	CCC(=O)NC1(C(F)(F)F)C(=O)NC(C)=C1C#N (centres undefined)	24	-20[20 µM]	-1	31	1
32	COc1cc(CN2CCN(Cc3ccc(C)cc3)C(CCO)C2)cc(OC)c1O (centres undefined)	-1	-21	-3	10	2
33	COc1cc2[nH]c(=S)nc(NCCC(C)C)c2cc1OC	2	-27	-3	4	9
34	CCC(C)NC(=O)C1CCCN1S(=O)(=O)c1ccc(Cl)cc1 (centres undefined)	5	-13[20 µM]	8	14	3
35	O=C(OC1CCCCC1=O)c1cccc(S(=O)(=O)NCc2ccccc2)c1 (centres undefined)	3	-5[20 µM]	2	18	2
36	N#C/C(=C\c1cccnc1)c1nc2ccccc2[nH]1	63*	-4	11	32	3

cpd	hK5 inh	KCC2 mod	p97 ATPase inh	PERK inhibitor
25	2	0.83	5	0.6
26	0	0.038	1	1.4
27	5	0.83	6	-0.1
28	-9	-0.052	-2	-0.1
29	-4	0.33	6	1.3
30	-5	1.3	-5	0.5
31	-1	x	2	1.4
32	2	0.044	4	-0.5
33	2	-0.069	3	-0.4
34	3	0.33	-6	-0.7
35	-8	-0.61	-2	0.8
36	39	0.74	-9	0.1

Continuation:
cpd	molecule	FXIa inh	Furin inhibitor	thrombin 1536	FXIIa inh	Wee1 stabilizer
37	Cc1ccc(/C=C/S(=O)(=O)NCc2ccc(F)cc2)cc1	-2	-4	-5	6	0
38	CC1CC(C)CN(S(=O)(=O)c2ccc(Oc3ccc([N+](=O)[O-])cc3)cc2)C1 (centres undefined)	9	-17	3	12	-1
39	COc1ccc(C(=O)Nc2ccc3nc(N4CCCCC4)cc(C)c3c2)c(OC)c1	6	-25	-4	8	1
40	CC1=NN(c2nc(-c3ccc(C)cc3)cs2)C(=O)C1N=Nc1ccc(C(N)=O)cc1 (centres undefined)	3	-20	-3	0	9.9*
41	CC(C)NC(=O)CSCc1c(F)cccc1Cl	-4	-11[20 µM]	-2	5	2
42	Cc1ccc(CN(Cc2ccc(C)o2)C(=S)NCC(=O)O)cc1	4	-19	-4	14	3
43	O=S(=O)(c1cccc(Cl)c1)N1CCCC1	1	-22[20 µM]	3	11	1
44	CC(/C=C1\NC(=S)NC1=O)=C\c1ccccc1	-6	-13	-2	2	-3
45	Cc1nc(NC(C)C)c2oc3ccccc3c2n1	-6	-18	-3	4	-1
46	Cn1c(=O)[nH]c(=O)c2c1nc(N1CCCCC1)n2CCCSc1nc2ccccc2s1	-5	-17[20 µM]	-3	4	-1
47	COc1ccc(Br)cc1CN(C)C(=O)c1ccc2c(c1)NC(=O)C(C)S2 (centres undefined)	4	-6	-2	0	-3
48	CCN(CC)C(=N)/C(C#N)=N/Nc1ccc(C)cc1	-11	-4	-7	2	4

cpd	hK5 inh	KCC2 mod	p97 ATPase inh	PERK inhibitor
37	-2	-0.96	-3	-0.1
38	5	0.72	5	1.6
39	-13	-0.08	1	1.7
40	-1	-1.4	6	0.9
41	-9	-0.86	-5	-0.3
42	-7	-1.3	1	1.4
43	1	0.33	1	1.2
44	-10	-2.6	11	0.6
45	9	x	-1	-0.6
46	-24	-0.61	-5	-1.4
47	-17	-0.81	-1	0.5
48	42*	0.11	0	0.2

Some of the entries so far, as a markdown table.
| nr | Compound | FXIa inh | Furin inhibitor | thrombin 1536 | FXIIa inh | Wee1 stabilizer | hK5 inh | KCC2 mod | p97 ATPase inh | PERK inhibitor |
| --- | --- | --- | --- | --- | --- | --- | --- | --- | --- | --- |
| 41 | CC(C)NC(=O)CSCc1c(F)cccc1Cl | -4 | -11[20 µM] | -2 | 5 | 2 | -9 | -0.86 | -5 | -0.3 |
| 42 | Cc1ccc(CN(Cc2ccc(C)o2)C(=S)NCC(=O)O)cc1 | 4 | -19 | -4 | 14 | 3 | -7 | -1.3 | 1 | 1.4 |
| 43 | O=S(=O)(c1cccc(Cl)c1)N1CCCC1 | 1 | -22[20 µM] | 3 | 11 | 1 | 1 | 0.33 | 1 | 1.2 |
| 44 | CC(/C=C1\NC(=S)NC1=O)=C\c1ccccc1 | -6 | -13 | -2 | 2 | -3 | -10 | -2.6 | 11 | 0.6 |

An excerpt from above, showing only Wee1 stabilizer, p97 ATPase inh and Furin inhibitor.
entry | SMILES | Wee1 stabilizer | p97 ATPase inh | Furin inhibitor
44 | CC(/C=C1\NC(=S)NC1=O)=C\c1ccccc1 | -3 | 11 | -13
45 | Cc1nc(NC(C)C)c2oc3ccccc3c2n1 | -1 | -1 | -18
46 | Cn1c(=O)[nH]c(=O)c2c1nc(N1CCCCC1)n2CCCSc1nc2ccccc2s1 | -1 | -5 | -17[20 µM]

Carrying on.
cpd	molecule	FXIa inh	Furin inhibitor	thrombin 1536	FXIIa inh	Wee1 stabilizer
49	COc1ccc(/C=C/C(=O)NCc2ccc(F)cc2)cc1S(=O)(=O)N1CCOCC1	-6	-12	-7	0	-3
50	COc1ccc(Nc2nc(=O)[nH]nc2C)cc1	7	-13[20 µM]	1	18	1
51	CCn1nccc1C(=O)Nc1nccs1	1	3[20 µM]	3	9	-2
52	CC(=O)N1CCc2cc(S(=O)(=O)NC(CC(C)C)C(=O)Nc3cc(C)ccn3)ccc21 (centres undefined)	9	-25	-1	16	-1
53	CC1(C)C(=O)OC(c2c(F)c(F)c(F)c(F)c2F)C2(CCCCC2)C1=O (centres undefined)	2	-18[20 µM]	3	9	0
54	COc1cccc(CNC(=O)CCC2CCCN(Cc3cc4ccccc4o3)C2)c1 (centres undefined)	-6	2	-9	2	1
55	COCCNC(=S)Nc1ccccc1Cc1ccccc1	-2	-34	-4	4	5
56	Cc1ccc(C(=O)N/C(=C\c2cccc([N+](=O)[O-])c2)C(=O)NCc2ccncc2)cc1	7	-22	-6	8	1

cpd	hK5 inh	KCC2 mod	p97 ATPase inh	PERK inhibitor
49	-1	0.66	4	0.3
50	15	-0.37	-1	1.3
51	-6	-0.55	10	0.0
52	16	0.12	-2	-0.1
53	-14	1.3	-6	-0.8
54	0	-0.24	-4	-0.4
55	-1	-0.93	6	1.2
56	-6	-0.15	6	0.9
